# Myeloid diff 2: promotes myeloid progenitor differentiation. ER-HoxA9 myeloid progenitors, lysozyme-GFP differentiation, flow cytometry. calls only at 10 µM. 1% of 360,000 active. AID 624256;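 active means normalized GFP-positive differentiation at or above the plate's own cutoff, the solvent-only control mean plus 3 SD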;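 further: cells exposed to compound for four days before flow analysis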
# WT yeast gro inh: growth inhibition of WT yeast, mitochondrial fusion screen; mitochondrial fusion phenotypic screen, WT strain; inhibition, % at 10 µM; 2.1% of 190,000 active; in the data active means inhibition above about 58%; tested in S. cerevisiae
# human PMI inhibitors: human PMI inhibitors, high substrate, primary screen, biochemical, fluorescence intensity, high mannose 6-phosphate (AID 1220). 0.66% of 190,000 active. inhibition, % at 20 µM; hits with a dose series show IC50 in µM. recombinant PMI enzyme, coupled fluorescence intensity; higher % means a stronger effect
# Lipid droplet: modulators of hepatic lipid droplet formation | AML12 mouse hepatocytes, oleate lipid droplets, BODIPY imaging | inhibition, % at 6.5 µM | 0.4% of 240,000 active | AID 1656;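 active means lipid droplet intensity inhibited by at least 50%, with more than 500 cells counted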
#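 material = mouse AML12 hepatocyte cell line, fixed after treatment | also added = 100 µM oleic acid challenge | doses = compound at 6.5 µM only | schedule = overnight exposure | technique = Image-based BODIPY and DAPI two-channel analysis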
# PMI inhibitors: MPI enzyme activity inhibition – biochemical, fluorescence intensity, coupled assay, primary screen (AID 1209). purified PMI enzyme, coupled fluorescence intensity; higher % means a stronger effect. inhibition, % at 20 µM, or IC50 in µM where a hit was titrated. 0.42% of 190,000 active;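 further: plate controls were DMSO vehicle for no effect and wells lacking substrate for full effect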
# P. falciparum M1AAP: P. falciparum M1AAP inhibitors, biochemical, fluorogenic H-Leu-NHMec substrate, 1536-well (AID 1445); inhibition, % at 30 µM, or IC50 in µM where a hit was titrated; 0.42% of 220,000 active; recombinant M1AAP, H-Leu-NHMec fluorogenic kinetic assay; higher % means a stronger effect;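 active means primary inhibition above the hit cutoff, then over 50% inhibition at one or more dose response concentrations, cut at about 23% in these data, passing the limit was not always enough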;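 further: plate controls were DMSO full reaction for no effect and no enzyme background for full effect; strong numbers were not always called active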
# TNAP activators: stimulation of alkaline phosphatase TNAP activity – biochemical, luminescent, no phosphate acceptor, uHTS, primary screen (AID 1001). purified TNAP, luminescent activation assay, no phosphate acceptor; higher activation fold means a stronger effect. one-dose activation fold at 20 µM; EC50 in µM for titrated hits. 0.03% of 200,000 active; in the data active means activation fold from about 3, or a potency from the dose series; inactive means the rest, 99 in 100 with activation fold below about 1.6; further: many of its hits are not listed in these tables
# UTI89 phage lysis: protection from phage-mediated lysis, alamar blue read-out – E. coli UTI89, K1F phage, bacterial capsule biogenesis inhibitors (AID 488966); E. coli UTI89 K1F phage lysis, alamar blue, 2 h; higher % means a stronger effect; one-dose inhibition, % at 100 µM; IC50 in µM for titrated hits; 0.02% of 340,000 active;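 active means phage lysis inhibition, versus mean bacterial control, above a set limit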;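 further: capsule biogenesis inhibitors block K1F phage lysis so surviving cells raise fluorescence; higher fluorescence means more inhibition of phage lysis; actives were called in the ten point dose series up to 300 µM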
# ER stress rescue: protection against thapsigargin-triggered cell killing – 384-well, CSM14.1, ATP luminescence, primary screen (AID 1222). CSM14.1 thapsigargin-induced death rescue, ATP luminescence; higher % means a stronger effect. cellular ATP content (survival), % at 20 µM; hits with a dose series show EC50 in µM. 190,000 tested, under 10 active;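 active means EC50 below 50 µM in the dose-response confirmation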;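 further: death triggered by thapsigargin at about 15 µM added after 2 h compound pretreatment; cell ATP read after overnight thapsigargin exposure of roughly 18 to 22 hours; normalized against plate controls of thapsigargin alone and 5% DMSO vehicle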
# WT yeast gro inh mutant strain: also measured in WT yeast gro inh; calls as there; inhibition, %; mitochondrial fusion phenotypic screen, mutant strain inhibition
# Lipid droplet cells 6.5 µM: also measured in Lipid droplet; calls as there; cell count; measured here: cell count, cytotoxicity flag;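 cells counted across two imaged fields per well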
# Myeloid diff 2 GFP+ MAC1+ %: recorded beside Myeloid diff 2, whose call it bears; GFP+ MAC1+ double positive, %; measured here: differentiation confirmed by MAC1 staining
# * hit, by the source's call; i = inactive; . = no result given; + = active, no number; [ ] = another dose, or the depositor's remark. Unless noted, no stated cut-off is given here; in the data, active means inhibition above about 50%; inactive means the rest.
SMILES,Myeloid diff 2,Myeloid diff 2 GFP+ MAC1+ %,WT yeast gro inh,WT yeast gro inh mutant strain,human PMI inhibitors,Lipid droplet,Lipid droplet cells 6.5 µM,PMI inhibitors,P. falciparum M1AAP,TNAP activators,UTI89 phage lysis,ER stress rescue
Cc1onc(-c2c(F)cccc2Cl)c1C(=O)ONC(=O)c1ccccc1,i,0.3,.,.,.,5.5,713,.,-3.0%,.,0.4%,.
CS(=O)(=O)N1N=C(c2ccco2)CC1c1ccccc1 (stereo unspecified),i,1.5,-45.6,-24.1,3.3%,6.3,662,6.4%,2.1%,1,1.4%[50 µM],0.8%
CCCCN1CC(C(=O)NC2CCCCC2)CC1=O (stereo unspecified),i,1.2,9.0,36.8,-10.9%,.,.,-9.6%,9.7%,1,1.3%,-2.5%
COc1ccc(/C=C(\C#N)C(=O)N=CN(C)C)cc1,i,0.1,-4.2,-19.2,0.0%,4.1,681,-2.8%,7.3%,1.1,0.3%,0.1%
COc1ccc(C2COC(=O)C2=N)c(NC(=O)c2ccccc2)c1 (stereo unspecified),i,0.4,8.0,-6.6,17.3%,-23.2,664,1.4%,3.6%,1.2,1.7%[50 µM],9.5%
COc1cnc(-c2ccccn2)nc1Sc1cccc(Cl)c1,i,1.7,23.6,20.3,2.4%,.,.,8.7%,-4.5%,1,0.6%,1.6%
Cc1occc1C(=O)Nc1cccc(C(=O)O)c1,i,1.1,-8.1,17.6,-3.2%,3.4,774,-6.1%,3.2%,1.1,-0.4%,-0.2%
COc1cccc(-c2cc(C(=O)N3CCCc4ccccc43)no2)c1,i,0.7,22.6,19.2,18.4%,32.6,709,14.4%,1.1%,1.1,0.3%,-2.0%
O=C(Nc1ccccc1F)Nc1cc(S(=O)(=O)N2CCOCC2)ccc1N1CCCC1,i,0.5,-14.0,-4.4,-4.3%,16.0,676,-3.3%,2.3%,1.7,0.2%,-0.5%
CN(C)CCNC(=O)/C(=C/c1ccc(-c2ccc(Cl)cc2Cl)o1)NC(=O)c1ccccc1,+,1.0*,52.7,-9.8,-6.7%,8.8,645,-7.0%,19.7%,1,-7.7%,-5.0%
Cc1cc(C#N)c(C)n1-c1cc(S(=O)(=O)N2CCOCC2)ccc1N1CCCC1,i,0.8,-1.4,-4.3,2.2%,2.2,800,21.0%,4.3%,1.1,1.7%,0.0%
O=C(O)c1ccc2c(=O)n(-c3ccc(F)c(Cl)c3)c(=S)[nH]c2c1,i,0.5,.,.,.,-2.8,709,.,0.8%,.,0.1%,.
COCCNc1nnnc2c1sc1nc(N3CCOCC3)c3c(c12)CC(C)(C)OC3,i,0.5,-3.0,3.3,-2.1%,3.1,717,-6.3%,6.1%,0.8,0.0%,0.3%
CC(=O)Nc1ccc(S(=O)(=O)NCC(=O)OCC(=O)NC23CC4CC(CC(C4)C2)C3)cc1,i,0.7,-12.9,-12.3,7.3%,14.4,681,16.3%,1.0%,1.1,-0.3%,0.6%
COc1cccc(CCc2nnc(CCC(=O)NC(C)c3c(C)nn(C)c3C)o2)c1 (stereo unspecified),i,0.8,-10.8,-3.9,-0.6%,16.4,747,1.9%,0.6%,1.1,1.1%,-0.4%
CCn1cc(C(=O)N2CCN(C3CCCCC3)CC2)c2cc(OC)c(OC)cc2c1=O,i,0.5,-15.5,-44.0,-2.4%,0.3,756,8.0%,1.6%,1.1,1.3%,-2.3%
CC12c3ccccc3C(c3ccccc31)C1C(=O)N(c3ccncc3)C(=O)C12 (stereo unspecified),i,0.5,-9.6,-17.6,.,-10.8,700,.,-5.7%,1,-0.4%,4.8%
CN(c1ncc(C(F)(F)F)cc1Cl)N1C(=O)C2ONC3(C(=O)CC(C)(C)CC3=O)C2C1=O (stereo unspecified),i,0.5,-20.4,-4.3,1.8%,21.0,719,-5.4%,2.8%,1.1,1.4%,-9.5%
CCn1c(COc2ccccc2)nnc1SCC(=O)CC(=O)Nc1ccccc1OC,i,2.1,-59.1,-11.7,14.1%,.,.,4.4%,1.7%,1,0.4%,-1.2%
CCOC(=O)c1c(NC(=O)CSc2nnc(CNC(=O)c3ccco3)n2C)sc2c1CCC2,i,5.8,2.1,-5.2,4.5%,.,.,4.5%,20.0%,1.1,-0.8%,-0.7%

# Arranged by the number under WT yeast gro inh mutant strain (lowest first): 4 from the list above.
structure	Myeloid diff 2 GFP+ MAC1+ %	WT yeast gro inh mutant strain	human PMI inhibitors	PMI inhibitors	P. falciparum M1AAP	TNAP activators
CS(=O)(=O)N1N=C(c2ccco2)CC1c1ccccc1 (stereo unspecified)	1.5	-24.1	3.3%	6.4%	2.1%	1
COc1ccc(/C=C(\C#N)C(=O)N=CN(C)C)cc1	0.1	-19.2	0.0%	-2.8%	7.3%	1.1
CN(C)CCNC(=O)/C(=C/c1ccc(-c2ccc(Cl)cc2Cl)o1)NC(=O)c1ccccc1	1.0*	-9.8	-6.7%	-7.0%	19.7%	1
COc1cnc(-c2ccccn2)nc1Sc1cccc(Cl)c1	1.7	20.3	2.4%	8.7%	-4.5%	1

# The results go on:
SMILES,Myeloid diff 2,Myeloid diff 2 GFP+ MAC1+ %,WT yeast gro inh,WT yeast gro inh mutant strain,human PMI inhibitors,Lipid droplet,Lipid droplet cells 6.5 µM,PMI inhibitors,P. falciparum M1AAP,TNAP activators,UTI89 phage lysis,ER stress rescue
O=C(NCc1ccccc1)c1ccccc1C(=O)c1ncc[nH]1,i,0.3,-10.3,-0.7,2.7%,8.9,757,4.6%,-2.7%,1,-0.4%,-0.1%
Cc1nnc(SCc2nc3sc(C(=O)O)c(C)c3c(=O)[nH]2)s1,i,0.0,.,.,.,-2.0,759,.,5.5%,.,0.1%,.
COc1ccc(CCn2nnnc2C(CC(C)C)N2CCC(C(N)=O)CC2)cc1OC (stereo unspecified),i,0.5,-6.2,-2.0,2.5%,.,.,-1.6%,-5.3%,1.2,2.7%,3.4%
COc1ccccc1N1CCN(C(=O)Cn2nc3n(C)c4ccccc4n3c(=O)c2=O)CC1,.,.,-13.8,-7.4,.,9.1,708,.,12.1%,1.1,.,-0.5%
Cc1nnc(NC(=O)CSc2nnc(C)n2-c2ccc(F)cc2)s1,i,0.2,-14.9,-0.8,-15.3%,-4.4,687,-24.5%,3.7%,1.3,-0.7%,-1.3%
CN(CCCNC(=O)c1cccn2c(=O)c3ccccc3nc12)Cc1ccccc1,i,6.6,-2.0,-12.4,1.1%,.,.,4.2%,8.4%,1.1,i,-0.3%
COc1ccc(S(=O)(=O)NN(C)c2nc(C(F)(F)F)nc3ccccc23)cc1,i,0.5,-21.1,0.6,10.3%,-51.7,678,4.3%,1.9%,1.1,0.1%,-0.2%
O=C(Cc1cc(=O)[nH][nH]1)N/N=C/c1ccccc1Cl,.,.,3.3,-3.5,-4.6%,16.9,671,-2.7%,10.0%,1.1,.,-1.5%
O=C(O)CCc1ccc(-c2cccs2)n1NC(=O)c1ccc(O)cc1,i,6.8,-0.1,-6.1,6.7%,3.6,735,9.0%,7.1%,1.1,0.0%,-0.5%
Cn1cnnc1SCC(=O)c1ccc2c(c1)CCCC2,i,6.4,-1.8,-9.1,31.3%,.,.,-2.4%,2.5%,1,0.2%,0.2%
CC1(C(=O)CSc2nc3ccccc3[nH]2)CCC(=O)O1 (stereo unspecified),i,0.3,-18.6,-11.2,-1.2%,-205.4,348,5.9%,-0.9%,1.1,0.5%,0.5%
FC(F)(F)c1cccc(-c2ccc(/C=N/Nc3nncc(-c4ccccc4)n3)o2)c1,i,0.3,-5.5,3.7,-4.1%,-0.5,688,-8.5%,9.7%,1,0.8%,-1.7%
CCC(=O)N1CC23C=CC(CC2CC12CCCCC2)O3 (stereo unspecified),i,0.7,-18.1,-5.9,7.6%,.,.,9.6%,2.2%,1.1,0.4%,-1.6%
O=C(CN(c1ccccc1)S(=O)(=O)c1ccccc1)NCCSc1ccccn1,i,0.3,-16.9,-14.0,-2.5%,-30.0,690,2.6%,.,1.1,-0.2%,-0.5%
Cc1ccc([N+](=O)[O-])c(OCC(=O)OCC(=O)c2ccccc2)c1,i,0.3,-16.3,-20.5,4.9%,-9.9,660,14.6%,12.3%,1.1,0.1%,-1.8%
CCCCNC(=O)Nc1ccc(Br)cn1,i,1.1,7.5,3.3,2.2%,.,.,6.7%,3.2%,1,-0.4%,-0.5%
CC1=C(C(=O)OCCOC(C)C)C(c2cc3c(cc2Br)OCO3)CC(=O)N1 (stereo unspecified),i,1.2,-7.0,-3.9,-11.1%,1.7,831,-6.8%,5.1%,1,1.0%,2.1%
O=C(Nc1ccc(S(=O)(=O)Nc2nccs2)cc1)c1ccc(S(=O)(=O)N2CCOCC2)cc1,i,0.7,-6.8,16.5,4.7%,3.7,653,-0.7%,2.5%,1,11.6%,-0.7%
CSc1nncc(/C(C)=N/O)n1,i,0.3,-6.3,8.2,2.0%,-25.1,624,-7.8%,8.8%,1,0.0%,-5.8%
N=c1ccn(CC(=O)NC(N)=O)c2ccccc12,i,6.1,5.5,16.6,-1.5%,.,.,-4.2%,-2.9%,1.1,1.6%,0.4%
Cc1cccc(Cn2cccc2/C=C2/C(=N)N3C=CSC3=NC2=O)c1,i,0.4,20.4,7.8,17.2%,-1.2,603,19.9%,3.0%,1,4.1%[50 µM],-2.5%
CCNC(=S)N1CCC(NC(=O)c2ccco2)CC1,i,0.3,-4.0,-4.2,2.3%,9.8,746,3.4%,-4.1%,1.1,1.2%,-0.4%
O=S(=O)(c1ccccc1)N(Cc1nc(-c2ccccc2)no1)C1CCCCC1,i,0.6,5.7,8.8,19.3%,-14.6,674,19.2%,2.8%,1.1,0.7%,1.6%
Cc1ccc(C(=O)Oc2coc(CSc3nnc(NC(=O)c4cccs4)s3)cc2=O)cc1,i,0.3,10.2,-18.6,-5.8%,4.4,670,-11.9%,-0.9%,1.1,0.3%,0.9%
CC(=O)Nc1cccc(OC(=O)N2CCOCC2)c1,i,0.5,-3.1,-5.6,-7.3%,-3.1,758,-5.8%,0.5%,1.1,-0.2%,-1.2%
CC(=O)CC(C)(C)Nc1nc2ccc([N+](=O)[O-])cc2o1,i,0.9,.,.,.,1.3,735,.,7.0%,.,0.7%,.
COc1ccc(C2CC(c3ccccc3)=NN2S(=O)(=O)c2ccc(C)cc2)c(OC)c1 (stereo unspecified),i,0.9,5.4,-10.2,-1.6%,-16.6,684,-8.4%,3.5%,1,2.7%,-3.0%

# Single records (already shown). Order of values: Myeloid diff 2	Myeloid diff 2 GFP+ MAC1+ %	WT yeast gro inh	WT yeast gro inh mutant strain	human PMI inhibitors	Lipid droplet	Lipid droplet cells 6.5 µM	PMI inhibitors	P. falciparum M1AAP	TNAP activators	UTI89 phage lysis	ER stress rescue
# Cc1cccc(Cn2cccc2/C=C2/C(=N)N3C=CSC3=NC2=O)c1 across the screens: i	0.4	20.4	7.8	17.2%	-1.2	603	19.9%	3.0%	1	4.1%[50 µM]	-2.5%
# CCNC(=S)N1CCC(NC(=O)c2ccco2)CC1 across the screens: i	0.3	-4.0	-4.2	2.3%	9.8	746	3.4%	-4.1%	1.1	1.2%	-0.4%
